Screens: PubChem, National Center for Advancing Translational Sciences (NCATS)
12-hLO inh = qHTS Assay for Inhibitors of 12-hLO (12-human lipoxygenase). Polyunsaturated fatty acid lipoxygenase ALOX12 (Homo sapiens), P18054. purified 12-hLO, xylenol orange hydroperoxide absorbance. Potency, µM (series often up to 57.1 µM), for the others: at the highest dose activity change, negative = inhibition, most hits filed as inhibitors. 150,000 tested, 0.12% active. AID 1452, 2008; also: potency is read from the fitted curve at half-maximal effect; nearly all actives have a fitted effect of over 55% in size; many of its hits are not listed in these tables
Target sequence (P18054 whole entry, looked up): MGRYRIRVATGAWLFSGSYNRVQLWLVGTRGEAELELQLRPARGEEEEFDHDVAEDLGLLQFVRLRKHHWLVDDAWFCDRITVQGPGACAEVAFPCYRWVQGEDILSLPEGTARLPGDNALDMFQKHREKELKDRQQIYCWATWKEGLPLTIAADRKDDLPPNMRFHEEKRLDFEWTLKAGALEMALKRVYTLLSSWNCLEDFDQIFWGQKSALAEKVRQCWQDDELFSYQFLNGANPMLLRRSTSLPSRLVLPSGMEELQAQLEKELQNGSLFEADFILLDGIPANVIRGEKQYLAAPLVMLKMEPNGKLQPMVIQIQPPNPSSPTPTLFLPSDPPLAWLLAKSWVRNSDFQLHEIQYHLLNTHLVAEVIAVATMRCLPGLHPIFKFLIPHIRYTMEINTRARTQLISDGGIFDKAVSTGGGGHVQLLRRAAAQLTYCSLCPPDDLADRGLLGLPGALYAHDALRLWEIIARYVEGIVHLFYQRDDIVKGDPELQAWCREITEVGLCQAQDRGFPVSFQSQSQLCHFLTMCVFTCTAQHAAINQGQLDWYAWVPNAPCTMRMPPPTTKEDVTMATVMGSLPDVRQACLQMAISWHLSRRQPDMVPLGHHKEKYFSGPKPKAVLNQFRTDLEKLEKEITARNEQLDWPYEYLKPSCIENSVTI
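Purified human 12hLO (150 nM), preincubated 15 min with compound, then 40 uM arachidonic acid for 30 min, room temperature, Hepes pH 7.0 with 0.01% Triton X-100. Hydroperoxide detected by ferrous iron/xylenol orange; 573/405 nm absorbance ratio gives reaction progress.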
IMPase inh = qHTS Assay for Identifying the Cell-Membrane Permeable IMPase Inhibitors; inhibition (IP1 accumulation), % at 46.1 µM; CHO-M1 cells, IP1 accumulation, HTRF TR-FRET ratio; 120,000 tested, under 10 active; Inositol monophosphatase 1 (Rattus norvegicus), P97697; active = well fitted curve in the direction sought with a large enough effect in the signal ratio, not every such curve was filed as active; inconclusive = small, poorly fitted or top-dose-only effect, or a change in a side signal; inactive = no such curve, though single readings can be large or run the other way; the % refers to the signal ratio;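 also: cells stimulated with carbachol in lithium chloride buffer; plate controls were DMSO basal wells for no effect and reference inhibitor wells for full effect; higher means more IMPase inhibition seen as more IP1 and lower FRET ratio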
Target sequence (P97697 whole entry, looked up): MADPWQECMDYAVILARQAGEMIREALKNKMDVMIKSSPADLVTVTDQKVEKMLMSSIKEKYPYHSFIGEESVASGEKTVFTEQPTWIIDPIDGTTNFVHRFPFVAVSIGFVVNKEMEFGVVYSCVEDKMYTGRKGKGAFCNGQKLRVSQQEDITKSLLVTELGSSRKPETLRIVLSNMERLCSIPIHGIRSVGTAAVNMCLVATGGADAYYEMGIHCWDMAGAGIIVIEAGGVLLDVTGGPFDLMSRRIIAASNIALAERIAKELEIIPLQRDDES
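The IP-One HTRF competitive assay in carbachol-stimulated CHO-M1 cells quantifies cellular IP1. Compounds spanned up to 46 uM final, and activity is expressed as AC50 from concentration-response fits of the ratio and donor data.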
ALOX15B inhib = qHTS Assay for Inhibitors of 15-hLO-2 (15-human lipoxygenase 2). AID 881, 2007. 110,000 tested, 0.56% active. Potency, µM (top dose mostly 57.1 µM), inactives show at the top dose activity change, negative = inhibition, usual class: inhibitors. purified 15hLO-2, xylenol orange hydroperoxide absorbance; also: potency is read from the fitted curve at half-maximal effect; nearly all actives have a fitted effect of over 60% in size; many of its hits are not listed in these tables
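Enzyme 50 nM, AA 45 uM, 25 mM Hepes pH 7.5 + 0.01% Triton X-100; cpd preinc 15 min RT, rxn 90 min RT; stop/detect with 200 uM XO + 300 uM Fe(II) in 50 mM H2SO4, 30 min; A573/A405.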
PNC inhibitor = High Content Assay for Compounds that inhibit the Assembly of the Perinucleolar Compartment. activity change (PNC), negative = inhibition, % at 10 µM. PC3M PTB-GFP, PNC prevalence imaging, 16 h; hits give low values. 140,000 tested, 3.1% active;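 active = readout at or below -70, meaning at least 70% loss of cells showing the perinucleolar compartment, a nuclear body marking cancer cells; inconclusive = readout between -30 and a set limit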;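 also: plate controls were DMSO wells for no effect and camptothecin positive control wells for full effect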
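PC3M cells stably expressing PTB-GFP, 750–1000 cells/well, treated 16 h at 37 °C with compound (23 nl of library stock), in duplicate. After paraformaldehyde fixation and Hoechst stain, imaged at 20x; PNC prevalence scored by image analysis.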
* = called active by the depositor; ? = inconclusive; . = not tested or not shown; & = joins results of further samples; [ ] = another dose, or the depositor's remark. Unless noted, calls follow the shape of the dose curve; as a rule, active = well fitted curve in the direction sought with a large enough effect; inconclusive = small, poorly fitted or top-dose-only effect, or another doubt; inactive = no such curve, though single readings can be large; an effect the other way counts as inactive or inconclusive. Unless noted, % is scaled to controls: 0 for no effect and ±100 for the full control effect. These rows are one share of the data; rates above refer to the full screens.

12-hLO inh,IMPase inh,ALOX15B inhib,PNC inhibitor,Structure
5%,5,3%,-28,Cc1ccc(CCN2C(=O)CCC2(C)C(=O)NCc2cccnc2)cc1 (stereo not given)
1%,-8,.,16,O=C(N/N=C/c1cccc(F)c1)NC1CCCCC1
0%,16,.,30,COc1ccccc1NC(=O)CSc1nc2ccccc2cc1Cc1ccccc1
1%,.,.,42,O=C(NC1CCCCC1)c1sc(N2CCOCC2)nc1-c1ccccc1
-9%,7,?,-9,COc1ccccc1NC(=S)NC(=O)c1ccc(-c2ccc(Cl)cc2)o1
-2%,2,0%,?,C=CCn1c(SCC)nc(O)cc1=O
4%,.,2%,.,CC(C)NC(=O)N1CCC2(CC1)CCN(C(=O)c1ccco1)CC2
-24%,11,-16%,-3,Cc1cc(=O)c2c(O)c(O)ccc2o1
0%,-5,.,47,CCOC(=O)c1c(NC(=O)C(=O)N/N=C/c2ccccc2O)sc2c1CCCCC2
8%,.,-12%,.,CN1CCC2(CC1)CCN(C(=O)c1cc(C(F)(F)F)cc(C(F)(F)F)c1)CC2
-4%,-3,26%,16,COc1ccc(C(CNC(=O)c2ccc3c(c2)C(=O)N(CCC(C)C)C3=O)N2CCOCC2)cc1 (stereo not given)
-16%,-3,5%,19,CCn1cc(C(=O)NCc2ccco2)c(=O)c2cc(S(=O)(=O)N3CCC(C)CC3)ccc21
-2%,4,-1%,12,COc1ccc(CNC(=O)COC(=O)c2c[nH]c(=O)[nH]c2=O)cc1OC
2%,-3,13%,14,O=C(NCc1ccccn1)C1CCN(S(=O)(=O)c2ccccc2)CC1
2%,.,.,10,Cc1cc(C)nc(NS(=O)(=O)c2ccc(N3Cc4ccccc4C3=O)cc2)n1
2%,3,.,-100*,Cc1ccc2cc(CN(CC3CCCO3)S(=O)(=O)c3ccccc3)c3nnnn3c2c1 (stereo not given)
-3%,2,3%,14,CC1CCN(CC(O)COc2ccc(F)cc2)CC1 (stereo not given)
-4%,-13,-3%,2,CCC1CCCCN1C(=O)CSc1nnc(-c2ccc(Cl)s2)o1 (stereo not given)
1%,-3,-5%,12,Cc1cc(C)nc(N2CCC(C(=O)NCCc3ccc(F)cc3)CC2)n1
0%,8,20%,?,Cc1cc(N2CCN(C(=O)c3ccco3)CC2)n2nc(-c3cccc(F)c3)cc2n1
2%,.,.,26,O=C(/C=C/c1ccccc1F)c1cccc([N+](=O)[O-])c1
1%,0,7%,11,CCC(C)NC(=O)c1cc(OC)c(OC)c(OC)c1 (stereo not given)
-2%,-2,41%[activator],1,Cc1ccc(-c2noc(CCC(=O)NCCN3CCN(Cc4ccccc4)CC3)n2)cc1
-4%,3,29%,9,O=C(CCCN1CCC(c2ccccc2)C1)c1ccc2c(c1)OCCO2 (stereo not given)
1%,?,.,-4,CCc1ccccc1NC(=O)c1cnc2scc(C)n2c1=O
-5%,23,.,?,Cc1ccc(C(C(=O)NC2CCCC2)N(Cc2ccc3c(c2)OCO3)C(=O)Cc2cccs2)cc1 (stereo not given)
-1%,-12[1.84 µM],3%[11.4 µM],-23,CCOC(=O)c1nnc(-c2ccc(C)cc2)nc1Oc1ccccc1Cl
-2%,5,-12%,79,O=C(CSc1nc2ccccc2c(=O)n1-c1ccc(Cl)cc1)c1ccco1
-3%,.,-1%,.,COC(=O)[C@@H]1C[C@H]2CC[C@H](O)C[C@H]2N1Cc1ccc(-c2ccccc2)cc1
0%,9,-2%,46,O=C(c1ccc(COCC(F)(F)F)o1)N1CCCCCC1

Next part, starting with the last 5 of the part before.
12-hLO inh,IMPase inh,ALOX15B inhib,PNC inhibitor,Structure
-5%,23,.,?,Cc1ccc(C(C(=O)NC2CCCC2)N(Cc2ccc3c(c2)OCO3)C(=O)Cc2cccs2)cc1 (stereo not given)
-1%,-12[1.84 µM],3%[11.4 µM],-23,CCOC(=O)c1nnc(-c2ccc(C)cc2)nc1Oc1ccccc1Cl
-2%,5,-12%,79,O=C(CSc1nc2ccccc2c(=O)n1-c1ccc(Cl)cc1)c1ccco1
-3%,.,-1%,.,COC(=O)[C@@H]1C[C@H]2CC[C@H](O)C[C@H]2N1Cc1ccc(-c2ccccc2)cc1
0%,9,-2%,46,O=C(c1ccc(COCC(F)(F)F)o1)N1CCCCCC1
-4%,-3,-9%,-8,CCOc1ccc(NC(=O)Cn2nnc(C(=O)NCc3ccccc3OC)c2N)cc1
-4%&3%,-2,-2%&6%,.,NCCCCN
5%,18,4%,?,Cc1cc(=O)[nH]c2c1c(C)nn2-c1ccccc1
-15%,1,?,-9,COc1cc(/C=C(\C#N)c2nc3ccc(C)cc3[nH]2)c([N+](=O)[O-])cc1OC
0%,-13,1%,31,CC(=O)CCS(=O)(=O)c1ccc(C)c(C)c1
-4%,0,7%,.,COC(=O)[C@H]1[C@@H]2C[C@@H]3c4[nH]c5ccccc5c4CCN3C[C@H]2CC[C@H]1O
-2%,.,.,-8,C=CCn1c(=NC(=O)c2cc(-c3cccs3)nc3ccccc23)sc2cc(S(N)(=O)=O)ccc21
3%[0.00818 µM],5,9%[0.0915 µM],.,CCOC(=O)C(C)(C)Oc1ccc(Cl)cc1
-4%,7,1%,-25,Cn1c(=O)cc(-c2ccccc2)c2ccccc21
1%,.,.,32,O=C(/C=C/c1c(F)cccc1Cl)Nc1nc2ccccc2[nH]1
-2%,-2,-4%,30,Cc1cc(C)c(C)c(OCC(=O)N2CCCCCC2)c1
-1%,5,-29%,51,C=CCNC(=S)NNc1ncnc2sc3c(c12)CC(C)(C)OC3
-1%,4,2%,1,CCOC(=O)C1=C(N)Oc2cc(C)n(C)c(=O)c2C1c1ccncc1 (stereo not given)
-23%,3,-24%,20,CSC1=C(C#N)C(c2ccc(Cl)cc2)C2=C(CC(C)(C)CC2=O)N1 (stereo not given)
-1%[11.4 µM],.,-5%[11.4 µM],.,NCCSCCC(=O)O
3%,3[1.84 µM],4%[11.4 µM],42,Cc1ccc[n+](CC(=O)Nc2cc(C(F)(F)F)ccc2Cl)c1
3%,5,-2%,?,C/C(=N\NS(C)(=O)=O)c1ccc(C)cc1
0%,9,-4%,11,CC(=O)c1c(OC(=O)c2ccc(C)cc2)c2ccccc2n1C
-2%[11.4 µM],.,3%[11.4 µM],.,CCCCNc1nc(SC)nc2nc[nH]c12
-1%,7,27%,-12,Cc1cc(C)nc(SCc2nc3ccccc3n2C)n1
1%,10[1.84 µM],7%[11.4 µM],?,Fc1ccc(Nc2ncnc3sc4c(c23)CCC4)cc1
2%,.,.,20,COC(=O)CSc1cc([N+](=O)[O-])cc2c1c(C1OCCO1)nn2-c1ccccc1
-1%,10,-1%,16,Nc1nsc2ccccc12
-1%,2,.,282,COc1ccc(N2CCN(c3oc(COc4ccccc4)nc3C#N)CC2)cc1
4%,.,.,-5,Cc1ccc(C(=O)N[C@H](C(=O)OCC(=O)c2ccc[nH]2)C(C)C)cc1
0%,3,26%,-30,CCCCCN(C(=O)CN(C)Cc1ccc(OC)cc1OC)c1c(N)n(CCCC)c(=O)[nH]c1=O
-4%,-2,2%,-18,O=C(N/N=C\c1ccc(F)cc1)c1csnn1
0%,-5,4%,-3,COc1ccc2c(=O)c(-c3nc(C)cs3)coc2c1
0%,5,0%,31,CSc1nc(C)cc(-n2cc(F)c(=O)[nH]c2=O)n1
2%,.,.,33,COc1ccc(OC)c(Nc2ncnc3sc(-c4ccccc4)cc23)c1

Later entries.
12-hLO inh,IMPase inh,ALOX15B inhib,PNC inhibitor,Structure
-4%,-1,.,22,COc1ccc(NC(=O)CCSc2ccc(C)cc2)cc1S(=O)(=O)Nc1ccccc1Cl
-1%,-9[1.84 µM],10%[11.4 µM],?,CCc1cccc2c(SCC(=O)NCC3CCCO3)nc(-c3ccc(F)cc3)nc12 (stereo not given)
1%,14,.,57,CC1CCC(NC(=O)CN2C(=O)COc3ccc(S(=O)(=O)N4CCCC4)cc32)CC1 (stereo not given)
4%,-1,2%,63,COc1ccc(OC)c(CN2CCCC(CO)C2)c1 (stereo not given)
-4%,2,-1%,?,CN(C(=O)c1cnccn1)c1nnc(-c2cnccn2)s1
14%,7,44%[activator],-100*,O=C(CN1CCC(C(O)(c2ccccc2)c2ccccc2)CC1)Nc1cc(Cl)ccc1Cl
0%,.,.,-86*,O=C(Cc1ccc(S(=O)(=O)N2CCCCC2)s1)Nc1ccc(F)c(F)c1
-3%,-5,-4%,-8,COC(=O)C1CCN(C(=O)c2cc(OC)c(OC)c(OC)c2)CC1
1%,-15[1.84 µM],3%[11.4 µM],30,Cc1cc(C)cc(NC(=O)c2ccccc2CC[N+](=O)[O-])c1
-18%,4,-9%,13,COc1ccc(C)cc1-n1c(SCC(=O)Nc2cc(C)on2)nc2sc(C)c(C)c2c1=O
-7%,.,.,?,Cc1ccc(C)c(CSc2nc3ccncc3n2CC(=O)Nc2ccc(C)c(C)c2)c1
-2%,0,.,13,CC(/C=N/N1CCN(c2ccccn2)CC1)=C\c1ccccc1
-1%,-7,.,91,Cc1c(Cl)cccc1NC(=O)Nc1ccn(C)n1
-7%,0,-11%,28,COc1ccc(CCNC(=O)Cc2cc(OC)c(OC)cc2[N+](=O)[O-])cc1OC
0%,-1,-1%,-27,Cc1ccc(S(=O)(=O)N2CCN(S(=O)(=O)c3ccc(C)cc3)C2c2ccccc2)cc1
-2%,9,-5%,51,CSc1ccccc1C(=O)NCCSC(C)(C)C
-5%,13,22%,?,N=c1n(Cc2ccc(Cl)cc2)c2ccccc2n1CC(O)c1ccco1 (stereo not given)
-9%,.,.,33,COc1ccc(C(C(=O)NC2CCCCC2)N(C(=O)Cc2c[nH]c3ccccc23)c2ccccc2)cc1OC (stereo not given)
0%,?,.,6,Cc1cccc(N(C(=O)CNC(=O)c2ccco2)C(C(=O)NC2CCCC2)c2ccncc2)c1 (stereo not given)
-2%,.,.,53,CC(C)CC(=O)Nc1cccc(NC(=O)c2ccccc2Cl)c1
-16%[11.4 µM],.,-27%[11.4 µM],.,Oc1ccc2ccccc2c1Cc1c(O)ccc2ccccc12
1%,-13[1.84 µM],-6%[11.4 µM],22,COc1ccccc1C(=O)N1CCNC(=O)C1CC(=O)Nc1ccc(Cl)cc1 (stereo not given)
0%,-6,-9%,?,O=C(Nc1ccc(O)cc1C(=O)O)c1ccc2c(c1)C(=O)N(Cc1ccco1)C2=O
-6%,.,-18%,.,CC(C)c1c(O)ccc2c1CCC1[C@@](C)(C=O)CCC[C@@]21C (stereo not given in full)
-3%,3,-5%,-15,Cc1ccc(OCC(O)Cn2c3ccccc3c3ccccc32)cc1 (stereo not given)
-1%,7,-3%,32,O=C(Nc1cccc2ncccc12)c1ccc2c(c1)OCCO2
8%,.,.,9,CNc1ccncc1S(=O)(=O)NC
-5%,.,.,40,COc1ccccc1-c1csc(NC(=O)c2cc(-c3cccs3)nc3ccccc23)n1
2%,-1,1%,-28,CC1(C)CC(=O)c2sc(N)nc2C1
-10%,18,-15%,-11,CCCNC(=O)Nc1cc(OCC)c(N2CCOCC2)cc1OCC

New compounds follow
12-hLO inh,IMPase inh,ALOX15B inhib,PNC inhibitor,Structure
-6%,.,.,59,O=C(OC1C2CCC1C1CN(CCc3ccccc3)CC12)c1ccccc1 (stereo not given)
-7%[0.00818 µM],.,50%[activator][0.0915 µM],.,COC(=O)/C=C/c1cccc([C@H]2[C@@H]3C=CC[C@@H](C)[C@@H]3C(=O)N2Cc2ccccc2)c1
3%,10,11%,?,Cc1c(N(C)C(=O)C2CCCN2S(=O)(=O)c2ccccc2)c(=O)n(-c2ccccc2)n1C (stereo not given)
-2%,-1,-4%,13,CC(NC1CCCC1)C(=O)Nc1ccccc1-c1ccccc1 (stereo not given)
